High-throughput results from PubChem.
ERG-DNA inh – blocks human ERG Ets domain binding to DNA; Potency, µM (highest dose often 76.9 µM), inactives show at the highest dose FP activity, negative = inhibition, most hits filed as inhibitors; fluorescence polarization, His-ERG Ets domain / labelled DNA; 370,000 tested, 0.028% active; active means well fitted inhibition curve with a large enough effect in the polarisation, with a control signal flat; inconclusive means small, poorly fitted or top-dose-only effect, or effect the other way, or a change in a side signal; inactive means no such curve, though single readings can be large or run the other way; the % refers to the polarisation;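 further: polarization taken with two DNA probes labelled with fluorescein and Texas red; potency means the concentration at half of the fitted maximal effect; % of control where 0% means no effect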
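His-tagged ERG Ets domain (1 uM in the protein solution; 300mM KCl, 50mM Tris-HCl, 1mM EDTA, 1mM DTT, pH 7.5) received compound, then a probe mix of 5 nM fluorescein-DNA and 100nM Texas-615-DNA. Fluorescence polarization was read for both dyes.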
POLK inh – inhibitors of human DNA polymerase kappa; Q9UBT6; Potency, µM (doses to about 107 µM), without a hit: at the top dose activity, negative = inhibition, hits mostly inhibitors; 400,000 tested, 0.53% active; purified Pol kappa, fluorescent DNA synthesis assay, 10 min; further: potency means the concentration at half of the fitted maximal effect; on the % scale 0 is the no-effect control and ±100 the full control effect
Target sequence (Q9UBT6 whole entry, looked up): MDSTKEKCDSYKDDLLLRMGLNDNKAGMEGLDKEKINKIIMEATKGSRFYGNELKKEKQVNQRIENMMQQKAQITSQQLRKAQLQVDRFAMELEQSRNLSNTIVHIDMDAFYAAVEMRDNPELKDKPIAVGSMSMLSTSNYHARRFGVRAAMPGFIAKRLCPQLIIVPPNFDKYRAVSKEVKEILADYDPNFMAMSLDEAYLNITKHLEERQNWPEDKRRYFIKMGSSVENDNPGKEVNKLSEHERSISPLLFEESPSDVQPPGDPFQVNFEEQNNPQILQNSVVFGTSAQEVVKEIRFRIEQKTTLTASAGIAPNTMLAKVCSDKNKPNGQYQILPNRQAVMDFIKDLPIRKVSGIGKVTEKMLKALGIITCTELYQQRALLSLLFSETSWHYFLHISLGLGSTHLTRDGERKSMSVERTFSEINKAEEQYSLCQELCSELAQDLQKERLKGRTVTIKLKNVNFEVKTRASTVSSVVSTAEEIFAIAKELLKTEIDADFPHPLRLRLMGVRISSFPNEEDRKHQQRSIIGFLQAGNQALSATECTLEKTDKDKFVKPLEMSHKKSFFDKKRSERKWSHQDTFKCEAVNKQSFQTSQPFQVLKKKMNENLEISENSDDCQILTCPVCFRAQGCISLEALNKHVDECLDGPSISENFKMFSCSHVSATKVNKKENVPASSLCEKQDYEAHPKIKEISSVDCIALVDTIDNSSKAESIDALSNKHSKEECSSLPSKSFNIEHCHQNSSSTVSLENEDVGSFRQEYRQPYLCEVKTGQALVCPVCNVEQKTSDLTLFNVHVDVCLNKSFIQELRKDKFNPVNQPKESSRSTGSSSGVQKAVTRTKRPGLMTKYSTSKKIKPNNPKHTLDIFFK
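10 nM Pol kappa was preincubated with compounds for 15 min at room temperature. Reaction started with 50 nM (final) substrate. Fluorescence read kinetically at 0 and 10 min.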
POLI inh – inhibitors of human DNA polymerase iota; Pol iota fluorescent replication assay, 10 min; Q9UNA4; Potency, µM (doses to about 115 µM), inactives show at the top dose activity, negative = inhibition, actives largely listed as inhibitors; 390,000 tested, 1% active; further: potency means the concentration at half of the fitted maximal effect
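Fluorescent replication assay read twice, at 0 min and 10 min after adding 50 nM (final) substrate. Enzyme (10 nM) and compounds were first incubated 15 min at room temperature; enzyme-free buffer wells were negative controls.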
Apoferritin bind – candidate novel general anesthetic via apoferritin binding; AID 485281; P02791; 350,000 tested, 0.074% active; apoferritin/1-aminoanthracene competitive binding, fluorescence; Potency, µM (top dose mostly 77.5 µM), for the others: top-dose activity change, negative = displacement, hits mostly inhibitors; further: potency means the concentration at half of the fitted maximal effect; on the % scale 0 is the no-effect control and ±100 the full control effect; nearly all actives have a fitted effect of over 20% in size
Target sequence (P02791 2-175 limits assumed): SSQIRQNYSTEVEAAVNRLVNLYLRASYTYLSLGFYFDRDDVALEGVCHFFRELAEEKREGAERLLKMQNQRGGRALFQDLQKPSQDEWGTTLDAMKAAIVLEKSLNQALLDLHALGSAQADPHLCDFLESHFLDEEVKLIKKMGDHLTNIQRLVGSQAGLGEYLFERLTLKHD
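Apoferritin-based anesthetic binding model; compound displacement of fluorescent 1-AMA measured as endpoint fluorescence after 10 minutes at room temperature, scaled to free-ligand and complex controls.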
APEX1 inh – inhibitors of human APE1 endonuclease. P27695. AID 2517. Potency, µM (doses to about 65.8 µM), for inactives: at the top dose activity change, negative = inhibition, hits mostly inhibitors. 350,000 tested, 0.35% active. recombinant APE1, TAMRA/BHQ-2 abasic DNA cleavage fluorescence;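 further: potency means the concentration at half of the fitted maximal effect; plate controls were vehicle for no effect and reference inhibitor for full effect; nearly all actives have a fitted effect of over 55% in size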
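Endonuclease cleavage of a quenched abasic-site DNA duplex (50 nM) by APE1 (0.75 nM) was tracked by TAMRA dequenching. Compounds were preincubated with enzyme 15 min at room temperature; data normalized to buffer-only and DMSO wells plus NSC13755 control.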
TRHR agonist – agonists of human TRH receptor; P34981; TRHR cells, calcium flux fluo-8, FDSS agonist mode; activation, % at 2 µM; 360,000 tested, 0.18% active; in the data active means activation above about 30%; further: 0% is about no effect
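Steps: seed TRHR cells overnight; add fluo-8 no-wash Ca dye, RT 30 min–1.5 h; record 10 s baseline; pin-transfer compounds; monitor fluorescence 1 cycle/s for the agonist window. Calcium increases flag candidate agonists.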
BLM inh – Bloom syndrome helicase (human) inhibition. recombinant BLM DNA unwinding, fluorescence dequenching. Potency, µM (titrated, usually from 56.1 µM), without a hit: at the top dose activity change, negative = inhibition, hits mostly inhibitors. 350,000 tested, 0.2% active. P54132;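 further: potency means the concentration at half of the fitted maximal effect; plate controls were vehicle for no effect and no enzyme for full effect; nearly all actives have a fitted effect of over 35% in size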
ALOX12 inh – ALOX12 (human) lipoxygenase inhibition | Potency, µM (top dose mostly 108 µM), inactives show top-dose activity change, negative = inhibition, actives largely listed as inhibitors | P18054 | purified 12hLO, xylenol orange hydroperoxide absorbance | 580,000 tested, 1.1% active | AID 1671190; further: potency means the concentration at half of the fitted maximal effect; on the % scale 0 is the no-effect control and ±100 the full control effect
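Purified human 12hLO (150 nM final) in 25 mM Hepes, 0.01% Triton X-100, pH 7.0 was preincubated 15 min at room temperature with compound. Then 40 uM arachidonic acid was added, 30 min. Hydroperoxide was read by Fe-XO absorbance ratio 573/405 nm.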
POLB inh – DNA polymerase beta (human) inhibition; AID 485314; Pol beta primer extension/strand displacement, fluorescence kinetic; Potency, µM (doses to about 114 µM), inactives show at the top dose activity change, negative = inhibition, usual class: inhibitors; 340,000 tested, 1.3% active; further: potency means the concentration at half of the fitted maximal effect; on the % scale 0 is the no-effect control and ±100 the full control effect
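Curves were derived by four-parameter Hill fits of normalized qHTS data. The kinetic fluorescent primer-extension read was taken at 0 and 10 min after 50 nM substrate, following a 15 min room-temperature preincubation of 10 nM enzyme with compounds.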
Numbers without * were called inactive; ? = inconclusive; . = not tested or not shown; & = joins results of further samples; ! = repeats disagree; [ ] = dose if it differs, or a comment. Unless noted, the call rests on the fitted dose curve; in most records, active means well fitted curve in the direction sought with a large enough effect; inconclusive means small, poorly fitted or top-dose-only effect, or another doubt; inactive means no such curve, though single readings can be large; an effect the other way counts as inactive or inconclusive. The list is partial (hit frequency here may not be typical).

SMILES	ERG-DNA inh	POLK inh	POLI inh	Apoferritin bind	APEX1 inh	TRHR agonist	BLM inh	ALOX12 inh	POLB inh
Cc1n[nH]c(=O)c2c(NC(=O)CSc3ncccn3)oc(C)c12	1%	-2%	22%	.	48%[activator]	-0.5	.	-12%	.
C=CCOC(=O)C1=C[C@H](C2CC2)[C@@H](CCCO)[C@H](OCC)O1	2%	5%	39%[activator]	-7%	14%	0.9	-4%	-7%	22%
Cc1ccc(-c2c(C)n([O-])c3c([n+]2=O)CCC3)o1	5%	0%	8%	-6%	-8%	0.4	4%	?	7%
N#Cc1ccccc1OCC(=O)OCC(=O)c1ccc2c(c1)NC(=O)CO2	1%	-14%	10%	?	2%	0.8	0%	?	-2%
O=[N+]([O-])c1ccccc1/C=C/CN1CCCC(CO)C1 (stereo not given)	25%	-7%	79%[activator]	-19%	4%	0.4	-7%	0%	31%
Cc1ccc(SCC(=O)Nc2cccc(C(=O)NC(C)(C)C)c2)cc1	-2%	-9%	-6%	-16%	-9%	-1.0	-3%	9%	29%
O=[N+]([O-])c1ccccc1S(=O)(=O)N1CCCCC1	-4%	-1%	28%	-2%	-1%	0.3	-1%	2%	-12%
O=C(CCC(=O)Nc1ccc(F)cc1)N/N=C/c1cc([N+](=O)[O-])ccc1O	2%	-6%	49%[activator]	-13%	8%	0.2	-1%	-30%	-4%
Cn1nnnc1SCC(=O)N1CCN(c2ccccc2)CC1	6%	-14%	-4%	5%	13%	1.2	3%	?	19%
Cc1cc(Br)c2c(c1)C1(OCCO1)C(=O)N2	3%	-1%	7%	-11%	13%	-0.1	-3%	0%	-2%
COc1cc(SC)ccc1C(=O)Nc1c(Cl)cncc1Cl	-1%	-3%	29%	-10%	-10%	-1.7	-2%	-10%	-1%
COc1ccc(CNC(=O)CCSc2nc(-c3ccc4c(c3)OCO4)cc(C(F)(F)F)n2)cc1	4%	0%	4%	38%	?	-0.8	0%	8%	6%
Cc1c(C(=O)N2C[C@@H](C)O[C@@H](C)C2)oc2c(F)cccc12	-6%	-24%	2%	-2%	63%[activator]	-0.2	1%	0%	1%
CC(=O)Nc1ccccc1C(=O)C(=O)Nc1cccc(F)c1	0%	-20%	-8%	.	.	.	.	9%	.
O=C(NCCSCc1ccccc1)c1ccc(C2SCC(=O)N2Cc2ccccc2)cc1 (stereo not given)	.	-13%	-12%	33%[activator]	-7%	2.7	-6%	?	2%
COc1ccc(NC(=O)Cn2cc(S(=O)(=O)c3ccc(C)cc3)c(=O)c3ccccc32)cc1OC	1%	-1%	25%	?	.	0.7	-6%	-25%	1%
Cc1cccc(Cc2nnc(CCC(=O)NCc3cnc4ccccn34)o2)c1	3%	-4%	21%	-3%	-1%	-2.2	2%	-1%	3%
S=C(Nc1ccccc1)N1CCN(c2ccccc2)CC1	-15%	-2%	-7%	.	.	.	.	0%	.
CCCSC1C(C)=C(C)C(=O)N1Cc1ccccc1 (stereo not given)	18%	2%	11%	-20%	25%	-2.3	-8%	3%	-27%
COCc1cc(C)nc(SCC(=O)Nc2ccc3c(c2)OCCO3)c1C#N	?	7%	-3%	-19%	-2%	-1.5	-1%	11%	106%
O=C(NCCN1CCOCC1)c1cc2sccc2n1Cc1ccc(Cl)cc1	-6%	-18%	6%	3%	-11%	-0.1	0%	?	3%
COc1cc(C)ccc1OCCOc1c(Cl)cc(Cl)cc1Cl	5%	-11%	14%	-10%	-4%	0.1	0%	0%	19%
COc1ccc(C(c2nnnn2C2CCCC2)N2CCC(C(N)=O)CC2)c(OC)c1 (stereo not given)	10%	-4%	-3%	-5%	-1%	0.2	1%	224%[activator]	41%
CCCn1c(SCC(=O)N2CCc3ccccc3C2)nc2c1c(=O)n(C)c(=O)n2C	-1%	6%	10%	-1%	-2%	0.0	-9%	0%	-5%
CN(CC(=O)NC(=O)NCc1ccccc1)Cc1ccc(Cl)cc1	-12%	-8%	148%[activator]	-3%	17%	0.1	3%	-14%&8%	1%
COc1ccc(NC(=O)c2ccccc2OCc2c(C)noc2C)cc1OC	5%	-5%	18%	-8%	3%	0.0	-3%	?	19%
CCC(C)NC(=O)[C@H]1N2C(=O)c3c(ccc(OC)c3OC)C2SC1(C)C (stereo not given in full)	2%	3%	10%	-10%	-3%	-0.4	-4%	0%	26%
Nc1c(NCCN2CCCCC2)c2ccccc2oc1=O	-2%	-5%	-29%	-3%	5%	-1.4	3%	.	3%
COc1ccc(CCNc2ncnc3c2nnn3Cc2ccccc2)cc1OC	4%	-8%	-3%	-20%	19%	-0.3	-5%	-1%	30%
Cc1[nH]c2ccccc2c1C(O)c1ccncc1 (stereo not given)	-1%	3%	70%[activator]	-5%	1%	0.0	-2%	-5%	-3%
CCOC(=O)c1sc(NC(=O)CN2CCN(c3ccc(OC)cc3)CC2)nc1C	4%	-12%	0%	-21%	43%	-0.4	-3%	-2%	-12%
COc1ccccc1C(=O)NCCC(=O)NCCOc1ccccc1	3%	2%	23%	0%	10%	-0.3	3%	0%	24%
COc1ccc(NC(=O)c2cc(-c3cccs3)on2)cc1	4%	3%	-9%	0%	12%	-0.9	-2%	18%	1%
OCc1csc(=Nc2ccccc2)n1-c1ccccc1	5%	5%	8%	-15%	25%	-0.3	-1%	2%	-8%
Cc1ccc(N2CCN(c3c(CN4CCCC4)c(=O)oc4ccccc34)CC2)c(C)c1	0%	14%	19%	-10%	.	-0.4	0%	1%&-11%	2%
Cc1ccccc1N1C(=O)C2C3C=CC(CC3)C2C1=O (stereo not given)	-18%	-9%	121%[activator]	?	14%	0.7	0%	41%[activator]	-20%
O=C(O)c1ccc(NS(=O)(=O)c2cc(Cl)ccc2Cl)cc1O	-5%	-18%	-3%	2%	1%	-0.2	-2%	-14%	-19%
CCOc1cc(CNC(=O)c2ccc3nc(C(C)C)oc3c2)cc(OCC)c1OCC	1%	-13%[60.1 µM]	14%	-3%	.	-0.5	-1%	-3%	-14%
CC(=O)N1CCN(C(=O)COC(=O)COc2c(C)cc(C)cc2C)CC1	2%[15.4 µM]	9%	18%	.	28%	0.1	.	0%	.
COc1ccc(CCNC(=O)c2cccc(Nc3nc4ccccc4nc3-n3nc(C)cc3C)c2)cc1OC	5%	-29%	14%	47%[activator]	.	1.2	-8%	-22%	-1%
CC(=O)C1=C(c2ccc(C)cc2)N(C(C)=O)n2c(nnc2C2CCCCC2)S1	-4%	-5%[60.1 µM]	7%	-8%	.	0.2	-7%	-2%	3%
CC(C)(C)c1ccc(-c2nc3cc(NC(=O)c4cc5ccccc5o4)ccc3o2)cc1	1%	-17%	-12%	0%	.	-0.3	-4%	-16%	-15%
CCC(C)Sc1cc(-c2nc3ccc(Cl)cn3c2NC2CCCCC2)ccc1OC (stereo not given)	5%	12%	-8%	.	13%	.	.	40µM*!	.
CCc1ccccc1NC(=O)CSc1nnc(Cn2cnc3ccccc32)o1	-3%	-21%	-2%	-7%	3%	0.7	0%	1%	0%
CC1(C)CC(=O)C2=C(C1)OC(N)=C(C#N)C2c1cccs1 (stereo not given)	-1%	0%	3%	-7%	-2%	-1.5	-1%	-24%	-1%
COc1ccc(N2Cc3cccc(C(=O)Nc4ccc(C)cc4)c3C2=O)cc1	3%	?	79µM*	-1%	.	1.4	-15%	?	13µM*
COc1ccc(CC(=O)Nc2c3c(nn2C(C)(C)C)CS(=O)(=O)C3)cc1OC	-10%	-18%	-11%	-9%	29%	0.0	0%	.	-13%
CC(=O)c1ccc(Sc2nnnn2-c2ccccc2)c([N+](=O)[O-])c1	-6%	-24%	-12%	4%	2%	-1.3	1%	-18%	-7%

At a glance, 5 of the compounds above:
SMILES	ERG-DNA inh	POLK inh	POLI inh	Apoferritin bind	APEX1 inh	TRHR agonist	BLM inh	ALOX12 inh	POLB inh
O=C(O)c1ccc(NS(=O)(=O)c2cc(Cl)ccc2Cl)cc1O	-5%	-18%	-3%	2%	1%	-0.2	-2%	-14%	-19%
CCOc1cc(CNC(=O)c2ccc3nc(C(C)C)oc3c2)cc(OCC)c1OCC	1%	-13%[60.1 µM]	14%	-3%	.	-0.5	-1%	-3%	-14%
CC(=O)N1CCN(C(=O)COC(=O)COc2c(C)cc(C)cc2C)CC1	2%[15.4 µM]	9%	18%	.	28%	0.1	.	0%	.
COc1ccc(CCNC(=O)c2cccc(Nc3nc4ccccc4nc3-n3nc(C)cc3C)c2)cc1OC	5%	-29%	14%	47%[activator]	.	1.2	-8%	-22%	-1%
CC(=O)C1=C(c2ccc(C)cc2)N(C(C)=O)n2c(nnc2C2CCCCC2)S1	-4%	-5%[60.1 µM]	7%	-8%	.	0.2	-7%	-2%	3%

Other records.
SMILES	ERG-DNA inh	POLK inh	POLI inh	Apoferritin bind	APEX1 inh	TRHR agonist	BLM inh	ALOX12 inh	POLB inh
COC(=O)c1c(O)cc(C(C)(C)C)n(-c2ccccc2)c1=O	13%	3%	9%	-16%	1%	0.1	3%	0%	0%
Cc1ccc(CS(=O)Cc2ccc(C(=O)NCc3ccccc3Br)o2)cc1 (stereo not given)	1%	-11%	28%	8%	2%	-0.6	-4%	6%&0%	5%
Cc1ccccc1-c1nnc(SCC(=O)NC2CCCCC2)o1	6%	6%	-6%	-6%	16%	-0.4	1%	-10%	-2%
COc1cccc(CNS(=O)(=O)c2ccc3c(c2)CC(C)N3C(=O)C2CC2)c1 (stereo not given)	-6%	-8%	13%	-12%	33%[activator]	-1.6	-3%	-6%	-28%
Cc1ccc(C2CC(C(F)(F)F)n3nc(C(=O)Nc4c(C)n(C)n(-c5ccccc5)c4=O)cc3N2)cc1 (stereo not given)	-2%	2%	73%[activator]	-15%	14%	0.4	-3%	-27%	48%
Cc1ccccc1S(=O)(=O)Nc1ncnc2scc(-c3ccccc3)c12	-4%	-10%	13%	3%	8%	-0.2	-2%	-18%	5%
CC(C)C[C@H](NC(=O)c1nc[nH]c1C(=O)N[C@@H](CCCCN)C(=O)OC(C)(C)C)C(=O)OC(C)(C)C	0%	-19%	?	.	13%	.	.	.	.
